# Screening results deposited in PubChem by several laboratories.
# STAT3 inh = inhibitors of IL-6 induced STAT3 signaling; hit rate 0.89% among 190,000; inhibition, % at 5.5 µM; AID 862; U3A cells, IL-6 STAT3-luciferase reporter, luminescence; host cell line lacks STAT1;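 active = inhibition above the mean inhibition across all screened compounds plus 3 SD, cut at about 44% in these data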;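 also: 0% = DMSO only wells and 100% = 100 µM nifuroxazide control wells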
# Hsp70 activator = switches on Hsp70 transcription; HeLa Hsp70 promoter luciferase reporter, luminescence; scaled: vehicle 0, proteasome-inhibitor control 100%; activation, % at 10 µM; hit rate 0.04% among 200,000; AID 1203;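 active = activation above the mean across all tested compounds plus 3 SD, cutoff set per campaign, cut at about 5.5% in these data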;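 also: 100% = MG132 at 30 µM as the positive control and 0% = DMSO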
# HMGR II inh = E. faecalis class II HMG-CoA reductase inhibition; inhibition, % at 10 µM; purified E. faecalis HMGR, NADPH absorbance 340 nm kinetic; AID 1066; hit rate 0.41% among 190,000;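 active = inhibition above a set limit, the median over all tested compounds plus 3 SD, cut at about 9.5% in these data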;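 also: enzyme runs in reverse so mevalonate oxidation gives rising NADPH absorbance; 0% = complete reaction with DMSO and 100% = background rate lacking mevalonate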
# TLR4-MyD88 BLA = TLR4-MyD88 interaction inhibition in cells; O00206+Q99836; HeLa CL3-4 TLR4/MyD88 BLA complementation, FRET ratio; inhibition, % at 8.4 µM; hit rate 0.18% among 200,000; in the data active = inhibition above about 25%;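 also: 0% = vehicle and 100% = reference inhibitor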
# Target sequence (O00206 whole entry, looked up): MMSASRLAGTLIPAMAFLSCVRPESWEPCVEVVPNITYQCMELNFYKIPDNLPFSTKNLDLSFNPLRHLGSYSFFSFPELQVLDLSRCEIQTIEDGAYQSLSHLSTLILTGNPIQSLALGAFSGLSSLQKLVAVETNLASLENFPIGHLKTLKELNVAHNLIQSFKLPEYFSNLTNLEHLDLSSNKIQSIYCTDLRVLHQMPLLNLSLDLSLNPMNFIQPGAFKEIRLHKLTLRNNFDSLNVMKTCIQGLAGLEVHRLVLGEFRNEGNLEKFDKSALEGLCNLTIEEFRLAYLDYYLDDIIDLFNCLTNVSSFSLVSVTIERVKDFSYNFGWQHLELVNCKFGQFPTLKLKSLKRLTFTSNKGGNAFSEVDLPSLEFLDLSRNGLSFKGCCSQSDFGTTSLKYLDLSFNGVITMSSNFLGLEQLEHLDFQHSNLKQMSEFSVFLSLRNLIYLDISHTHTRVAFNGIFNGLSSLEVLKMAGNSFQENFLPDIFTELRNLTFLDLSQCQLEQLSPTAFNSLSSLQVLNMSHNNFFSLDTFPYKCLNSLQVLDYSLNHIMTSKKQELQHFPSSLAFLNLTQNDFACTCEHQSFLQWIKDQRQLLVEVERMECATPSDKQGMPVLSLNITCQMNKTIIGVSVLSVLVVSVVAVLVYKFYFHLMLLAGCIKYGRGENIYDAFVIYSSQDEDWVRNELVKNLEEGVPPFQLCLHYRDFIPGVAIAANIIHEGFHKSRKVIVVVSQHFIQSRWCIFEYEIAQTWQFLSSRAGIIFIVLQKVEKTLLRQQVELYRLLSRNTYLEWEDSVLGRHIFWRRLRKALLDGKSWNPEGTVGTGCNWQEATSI
# Target sequence (Q99836 whole entry, looked up): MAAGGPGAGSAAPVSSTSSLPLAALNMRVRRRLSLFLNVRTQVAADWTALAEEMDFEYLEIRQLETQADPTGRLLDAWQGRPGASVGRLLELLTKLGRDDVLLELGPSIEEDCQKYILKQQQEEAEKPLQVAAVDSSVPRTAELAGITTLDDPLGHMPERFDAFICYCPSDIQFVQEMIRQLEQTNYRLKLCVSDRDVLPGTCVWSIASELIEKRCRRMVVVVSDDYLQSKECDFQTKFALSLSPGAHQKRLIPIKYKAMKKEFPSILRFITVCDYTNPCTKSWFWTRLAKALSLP
# STAT3 act = activators of IL-6 induced STAT3 signaling; AID 871; hit rate 0.91% among 190,000; U3A cells, IL-6 STAT3-luciferase reporter, luminescence; 100% = signal with IL-6 EC80 alone; activation (% of control), % at 5.6 µM;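 active = activation above the screen-wide mean of compound activation plus 3 SD, cut at about 130% in these data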;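 also: 0% = background luminescence of wells with medium and substrate only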
#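 Test system: human U3A cells carrying STAT3-luciferase construct; control set: IL-6-only wells as 100% reference; timing: compound pre-incubation 1 h before IL-6, then 6 h stimulation at 37 °C; also added: IL-6 stimulus at 33 ng/mL final; evaluation: % activation versus median of IL-6-stimulated wells; detection: reporter luminescence signal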
# STAT1 inh = reduces IFN-gamma driven STAT1 reporter signal; NIH 3T3 STAT1-luciferase reporter, luminescence; inhibition, % at 5.5 µM; hit rate 0.35% among 200,000;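 active = inhibition above a set limit, the mean inhibition across all tested compounds plus 3 SD, cut at about 34% in these data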;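 also: 0% = IFN-gamma with DMSO and 100% = IFN-gamma with 300 µM nifuroxazide; values of inactives mirror those of a sister screen read the other way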
# STAT1 activator = activators of IFN-gamma induced STAT1 signaling | NIH 3T3 STAT1-luciferase reporter, luminescence; 100% = IFN-gamma alone, no compound | activation (% of control), % at 5.5 µM | hit rate 2.6% among 200,000;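 active = activation above the screen-wide mean activation plus 3 SD, cut at about 130% in these data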;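 also: raw ratio to IFN-gamma control signal so 100% means no change and 0% no light; values of inactives mirror those of a sister screen read the other way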
# NF-kB expr up = NF-kB expression increase, human neuronal cells. NF-kB reporter expression; hits give high values. hit rate 1.6% among 190,000. fold change at 12.5 µM; in the data active = fold change above about 3.3
# DTT redox prof = compounds producing H2O2 with reducing agent – biochemical, NIH compound library profiling, artefact control for MLSCN library redox annotation, primary screen. AID 878. activation, % at 10 µM. hit rate 0.03% among 200,000. DTT-dependent redox cycling H2O2, phenol red/HRP absorbance; 100% = 100 µM peroxide control, 0% = buffer;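 active = activation of at least 50% relative to the plate's high and low controls in the primary single-dose screen; inactive = activation below 50%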;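 also: compound incubated with DTT at 0.8 mM final as the reducing agent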
# APP 5'UTR act = activates APP 5'UTR luciferase reporter. SH-SY5Y APP 5'UTR luciferase reporter, luminescence; zero percent = DMSO vehicle wells. activation, % at 2 µM. hit rate 1% among 190,000;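 active = activation above a set limit, based on mean plus 3 SD of controls, cut at about 140% in these data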; also: values of inactives mirror those of a sister screen read the other way
# The depositor's hits bear a star; . = no result given. Rows were taken by chance; about 5.6% have a hit in one of these screens.
SMILES,STAT3 inh,Hsp70 activator,HMGR II inh,TLR4-MyD88 BLA,STAT3 act,STAT1 inh,STAT1 activator,NF-kB expr up,DTT redox prof,APP 5'UTR act
O=C(c1ccco1)N(Cc1cccs1)C1CCS(=O)(=O)C1 (configuration not stated),-3,-0.2,0,-14,105,3,98,1,0.7,-2
O=c1c2ccccc2ncn1C1CCCCC1,-1,-0.1,-2,-7,105,-7,106,0.99,2.9,4
CCOC(=O)c1c(C)[nH]c(C(=O)CSc2nnc(-c3cccs3)n2Cc2ccccc2)c1C,1,-0.1,0,6,101,2,98,1,-3.4,-12
O=C1CCC(=O)N1OCCCOc1ccc2c(c1)CCC2,-2,-0.1,1,1,105,-11,113,1.1,-0.2,7
COc1cccc(C2=CC(c3cccs3)n3nnnc3N2)c1 (configuration not stated),9,0.2,-4,-7,92,-1,102,2,1.0,-27
COC(=O)C12CCC(C)(c3nc4ccccc4nc31)C2(C)C (configuration not stated),3,0.1,1,1,101,-3,99,1,0.3,20
CCCNC(=S)N1CCC(n2cnc3ccccc32)CC1,3,-0.1,1,7,102,-2,100,1.2,-0.7,11
O=C(c1ccccc1)N1CCCCC(S(=O)(=O)c2ccc3ccccc3c2)C1=O (configuration not stated),16,0.0,-3,1,91,-9,109,0.93,-0.8,-6
C=CCn1c(=O)/c(=C2/SC(C)=C(C)N2CC)s/c1=C1/C(=O)N(CC)C(=S)N1c1ccccc1,-5,0.1,-10,-16,105,-4,103,1.1,-0.3,14
N#Cc1ccc(N2CCN(c3ccc(F)cc3)CC2)cc1,22,-0.2,0,7,81,4,96,0.98,3.3,6
CC(C(=O)O)N(C(=O)c1ccccc1)c1ccc(F)cc1 (configuration not stated),16,-0.1,-2,-15,94,3,98,0.75,-0.4,11
CCOC(=O)c1cnn(-c2ccccc2)c1-n1cccc1C(=O)C(=O)Nc1ccc(OC)cc1,6,-0.2,-4,-9,96,7,93,0.9,1.3,6
CCOC(=O)c1[nH]c2ccc(OC)cc2c1N=CN(C)C,3,-0.2,-3,1,101,2,98,1.1,1.4,3
CC1CCCC(NC(=S)Nc2cccc(S(=O)(=O)N(C)C)c2)C1C (configuration not stated),9,-0.3,-5,-23,96,5,97,0.95,-0.6,-13
COc1cccc(-c2ncc3ccccn23)c1,1,0.3,-5,-14,101,-32,135*,2.7,-0.4,76
O=C(CN1C(=O)NC2NC(=O)NC21)NN=C1CCCC1 (configuration not stated),6,-0.2,-3,11,98,7,93,1.1,-0.1,18
CCOC(=O)N1CCN(C(=O)c2cccc(NC(=O)c3ccco3)c2)CC1,7,-0.1,5,2,96,5,96,0.85,9.1,24
CCOC(=O)C(CCC(=O)O)(CCC(C)C)c1csc(N)n1 (configuration not stated),12,-0.6,-3,-1,96,2,98,0.84,0.1,5
CCOc1ccc2[nH]c(=O)c(CN(Cc3ccc(C)cc3)C(=O)N3CCCC3)cc2c1,17,-0.4,3,16,93,-4,104,0.85,1.4,1
COc1ccc2[nH]c(=O)c(CN(CC3CCCO3)C(=S)Nc3ccc(C)cc3)cc2c1 (configuration not stated),10,0.0,4,-16,99,8,93,0.89,0.6,6
Clc1ccccc1-c1ccc(/C=N/n2cnnc2)o1,24,-0.6,2,6,85,-17,115,1.2,-2.0,0
Cc1ccc(S(=O)(=O)NC2(C(F)(F)F)NC(=O)N(CCc3ccccc3)C2=O)cc1 (configuration not stated),7,0.2,3,-10,98,-5,103,.,-0.7,25
O=[N+]([O-])c1ccc(N2CCNCC2)cc1NCc1cccnc1,1,-0.1,0,-9,103,0,100,1.3,-0.5,-12
O=C(NCCN1CCOCC1)c1ccc(Cl)c(S(=O)(=O)N2CCCCCC2)c1,14,-0.3,2,3,93,-2,103,1.2,-0.6,5
Fc1ccccc1C1c2[nH]c3ccccc3c2CCN1Cc1cccn1-c1ncccn1 (configuration not stated),-32,-0.1,-4,-8,133,-11,108,1.2,-1.1,11

# In a second layout: results already given
O=C1CCC(=O)N1OCCCOc1ccc2c(c1)CCC2
  STAT3 inh = -2
  Hsp70 activator = -0.1
  HMGR II inh = 1
  TLR4-MyD88 BLA = 1
  STAT3 act = 105
  STAT1 inh = -11
  STAT1 activator = 113
  NF-kB expr up = 1.1
  DTT redox prof = -0.2
  APP 5'UTR act = 7
Clc1ccccc1-c1ccc(/C=N/n2cnnc2)o1
  STAT3 inh = 24
  Hsp70 activator = -0.6
  HMGR II inh = 2
  TLR4-MyD88 BLA = 6
  STAT3 act = 85
  STAT1 inh = -17
  STAT1 activator = 115
  NF-kB expr up = 1.2
  DTT redox prof = -2.0
  APP 5'UTR act = 0

# More entries follow.
SMILES,STAT3 inh,Hsp70 activator,HMGR II inh,TLR4-MyD88 BLA,STAT3 act,STAT1 inh,STAT1 activator,NF-kB expr up,DTT redox prof,APP 5'UTR act
CCn1cc(C(=O)N2CCN(c3ccc([N+](=O)[O-])cc3)CC2)c(=O)c2ccc(C)nc21,21,0.1,-4,3,84,-4,102,1.1,-2.1,-20
NNC(=O)c1cc2nc(-c3cccs3)cc(C(F)(F)F)n2n1,16,-0.2,-3,-8,87,4,97,1,-0.2,0
COC(=O)[C@@H]1CCCN1C(=O)CCc1nnc(CCc2c[nH]c3ccccc23)o1,-4,0.1,3,-8,105,-1,100,1.7,-0.8,-19
CNC(=S)NCCc1c[nH]c2ccc(OC)cc12,10,-0.4,1,5,97,4,95,0.88,-1.5,-22
Cc1csc(NC(=O)CSc2nnc(-c3cccs3)n2C)n1,2,0.0,-5,4,100,-7,107,1.1,1.2,12
CCn1c(C(O)c2ccc3c(c2)OCO3)nc2ccccc21 (configuration not stated),0,-0.3,-1,4,103,-6,106,0.98,2.3,10
Cc1nn(C)cc1CNC(=O)c1cccc(Br)c1,2,-0.2,-2,-13,101,-3,103,1.1,2.8,42
CCOc1ccc(OCCn2c(=S)[nH]c3c(N)ncnc32)cc1,10,-0.2,-6,-6,95,-8,109,1.1,-0.2,0
CCc1cc(=O)oc2cc(C)cc(OCC(=O)C(C)(C)C)c12,9,-0.5,-5,0,96,2,97,0.93,-1.5,1
Cc1ccc2nc3c(cc(C#N)c(=O)n3-c3nccs3)c(=O)n2c1,-3,-0.3,-1,-54,108,-5,106,1,-2.0,14
O=C(NCc1cccnc1)c1cc(Sc2ccc(F)cc2F)nc2ccccc12,-4,-0.5,-2,8,104,7,93,0.52,0.4,19
COc1cccc(NC(=O)c2ccccc2C(F)(F)F)c1,-4,-0.2,-6,-1,106,-4,104,1.2,-1.4,-1
CCc1c(C(C)S(=O)(=O)c2ccccc2)[nH]c(=O)n1CC (configuration not stated),12,-0.3,2,1,96,-1,100,1.5,0.5,19
COc1ccccc1Nc1nc(N)nc(CN(C)C2CCCCC2)n1,0,0.2,-9,-11,102,0,100,1.1,-0.8,23
Cc1ccc(C(=O)C2CCN(CC(=O)Nc3ccc4c(c3)OCCO4)CC2)cc1,-2,-0.2,-1,-11,104,-6,106,1.4,1.8,-3
C/C(CC(=O)Nc1ccccn1)=N\NC(=O)c1ccc2ccccc2c1,-12,0.1,0,15,108,-8,107,1.4,0.7,3
Cc1cc(C)nc(Nc2ncn[nH]2)n1,15,-0.1,-8,0,93,-3,101,1.2,0.9,-23
CC(C)CNC(=O)COC(=O)c1ccc(Cl)c(S(N)(=O)=O)c1,3,-0.2,-7,11,102,1,99,0.93,0.0,6
O=C(Nc1cccc(S(=O)(=O)N2CCOCC2)c1)C(c1ccccc1)N1CCCCC1 (configuration not stated),-7,-0.2,-5,0,107,-4,103,0.79,-1.0,21
CNC(=O)CSc1nc2c([nH]c3ccccc32)c(=O)n1CCOC,-52,-0.1,-6,3,141*,14,87,1.1,-3.4,-4
O=C(NCCN1C(=O)C2C3C=CC(C3)C2C1=O)Nc1cccnc1 (configuration not stated),8,0.0,-3,-7,101,1,99,0.97,-0.7,-3
CCn1c(CC(=O)Nc2ccccc2F)nnc1SCC(=O)N1CCN(c2ccccc2)CC1,2,-0.2,-5,7,101,3,97,0.91,0.8,64
CCOc1ccccc1OCC(O)CNC (configuration not stated),2,-0.5,-3,9,102,-2,104,0.83,0.3,-5
O=C(Nc1cccc(Cl)c1Cl)c1ccncc1,7,-0.5,-4,4,94,4,95,1.3,-0.4,-12
CN1CCN(C(=S)c2ccc(Br)cc2)CC1,-6,-0.4,1,-4,101,6,95,1.2,0.7,23

# (more compounds)
SMILES,STAT3 inh,Hsp70 activator,HMGR II inh,TLR4-MyD88 BLA,STAT3 act,STAT1 inh,STAT1 activator,NF-kB expr up,DTT redox prof,APP 5'UTR act
COc1ccc(-c2nc(-c3cccc(C)c3)no2)cc1OC,6,-0.2,1,0,98,-46,138*,2.8,0.9,3
CCN(CC)CCCn1c(C)cc2c(c1=O)C(c1ccc(OC)c(OC)c1OC)C(C#N)=C(N)O2 (configuration not stated),1,0.1,-9,14,105,-7,107,1.1,-1.3,-1
CCCCC(CC)CNC(=O)/C=C/c1ccc(F)cc1 (configuration not stated),-2,-0.4,0,4,104,6,94,1.1,0.1,-11
Cc1cc(CC(=O)O)c(C)cc1CC(=O)O,4,0.1,0,4,100,-3,103,1.3,0.0,-6
O=C1c2cccc3c(N4CCCCC4)ccc(c23)C(=O)N1CCO,12,0.1,0,7,95,-35,131*,1.6,-0.3,59
O=C(OCC(=O)N1CCN(C(=O)c2ccco2)CC1)c1ccccc1OCc1ccc(Cl)cc1,3,-0.2,1,7,101,-2,103,0.69,-1.8,12
O=C(NC1CCCCC1)N1CCN(C(c2ccccc2)c2ccccc2)CC1,-3,-0.1,-8,-4,107,7,94,1.2,0.1,-14
CC(CNC(=O)CCc1nnc(CCC2CCCCC2)o1)c1ccccc1 (configuration not stated),-12,-0.3,-1,-1,115,-8,106,1.5,-0.9,28
CCCn1nc(C(=O)Nc2nc3ccccc3[nH]2)c2ccccc2c1=O,24,-0.3,-9,-12,79,10,91,0.44,-0.4,-2
COc1ccc(CCNC(=S)N2CCC(Cc3ccccc3)CC2)cc1OC,14,-0.2,0,13,93,12,88,0.93,-0.5,3
CC1(c2ccncc2)Nc2ccccc2-c2nc3ccccc3n21 (configuration not stated),4,-0.4,-3,0,98,-3,101,1.9,1.5,2
COc1cc([N+](=O)[O-])cc(CN2CCCCC2)c1O,11,0.0,-6,-9,94,8,93,1.4,-4.9,-5
CCC(C)N1CC(C(=O)O)CC1=O (configuration not stated),7,0.1,-3,5,97,7,94,1.1,-0.4,-8
N#CCCN(C(=O)COC(=O)Cc1ccc(Br)cc1)c1ccccc1,3,-0.1,-2,2,101,-5,104,1.1,-2.1,-24
COc1ccc(-c2cc(C(F)(F)F)nc(SCC(N)=O)n2)cc1,19,-0.1,-4,12,86,3,97,1.2,0.6,11
CN(C)C(=O)c1ccc2c(c1[N+](=O)[O-])C(=O)c1ccccc1C2=O,9,0.0,-8,2,96,-8,107,2.3,-0.6,66
COC(=O)c1ccc(Cl)c(NC(=O)CN(c2ccc(OC)c(OC)c2)S(C)(=O)=O)c1,-1,-0.3,-2,-1,103,-1,101,0.86,0.4,11
